Screening data deposited in PubChem by National Center for Advancing Translational Sciences (NCATS).
GLS inh – inhibitors of human glutaminase (GLS); AID 624170; actives 0.21% (n = 410,000); Potency, µM (top dose mostly 45.5 µM), for inactives: top-dose activity change, negative = inhibition, most hits filed as inhibitors; GLS enzymatic activity, qHTS titration; also: potency is read from the fitted curve at half-maximal effect; % is scaled to controls: 0 for no effect and ±100 for the full control effect
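Read-out is an Amplex red fluorescence increase coupled through glutamate oxidase and HRP, measured before and after 30 min room-temperature incubation. hKGA is in 45 mM KH2PO4 (pH 8.2) with 0.02% Tween-20; glutamine added as 1mM solution.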
Pin1 inh – human Pin1 inhibition | Q13526 | Pin1 FP peptide displacement, HiFluor488, 10 min | Potency, µM (doses to about 115 µM), for the others: at the highest dose activity, negative = inhibition, usual class: inhibitors | actives 0.009% (n = 390,000) | AID 504891; active = well fitted inhibition curve with a large enough effect in the polarisation, with a control signal flat, not every such curve was filed as active; inconclusive = small, poorly fitted or top-dose-only effect, or effect the other way, or a change in a side signal; inactive = no such curve, though single readings can be large or run the other way; the % refers to the polarisation; also: potency is read from the fitted curve at half-maximal effect; % is scaled to controls: 0 for no effect and ±100 for the full control effect
Target sequence (Q13526 whole entry, looked up): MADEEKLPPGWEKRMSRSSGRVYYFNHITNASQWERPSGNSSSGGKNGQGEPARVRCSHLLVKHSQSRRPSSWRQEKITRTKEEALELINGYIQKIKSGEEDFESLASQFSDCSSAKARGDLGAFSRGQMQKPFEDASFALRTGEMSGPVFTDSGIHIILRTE
TrxR1 substrate – substrates of rat thioredoxin reductase 1 | purified TrxR1 substrate turnover, NADPH consumption readout | O89049 | actives 0.01% (n = 390,000) | Potency, µM (doses to about 114 µM), for the others: top-dose activity change, negative = substrate turnover; also: potency is read from the fitted curve at half-maximal effect; % is scaled to controls: 0 for no effect and ±100 for the full control effect; nearly all actives have a fitted effect of over 50% in size
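Rat TrxR1, dispensed at 90 nM, was prereduced with 400 uM NADPH (final) for 5 min at ~22 deg C, then incubated with compound 15 min before 400 uM selenite. A first-read NADPH fluorescence drop versus no-compound background flagged substrates.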
mIDH1 inhibitor – blocks human mutant IDH1 R132H enzyme. O75874. IDH1-R132H enzyme, NADPH consumption, diaphorase/resazurin fluorescence. Potency, µM (doses to about 76.6 µM), without a hit: top-dose activity change, negative = inhibition, usual class: inhibitors. actives 0.093% (n = 390,000). AID 602179; also: potency is read from the fitted curve at half-maximal effect; % is scaled to controls: 0 for no effect and ±100 for the full control effect; nearly all actives have a fitted effect of over 65% in size
Target sequence (O75874 whole entry R132H, stated change not applied): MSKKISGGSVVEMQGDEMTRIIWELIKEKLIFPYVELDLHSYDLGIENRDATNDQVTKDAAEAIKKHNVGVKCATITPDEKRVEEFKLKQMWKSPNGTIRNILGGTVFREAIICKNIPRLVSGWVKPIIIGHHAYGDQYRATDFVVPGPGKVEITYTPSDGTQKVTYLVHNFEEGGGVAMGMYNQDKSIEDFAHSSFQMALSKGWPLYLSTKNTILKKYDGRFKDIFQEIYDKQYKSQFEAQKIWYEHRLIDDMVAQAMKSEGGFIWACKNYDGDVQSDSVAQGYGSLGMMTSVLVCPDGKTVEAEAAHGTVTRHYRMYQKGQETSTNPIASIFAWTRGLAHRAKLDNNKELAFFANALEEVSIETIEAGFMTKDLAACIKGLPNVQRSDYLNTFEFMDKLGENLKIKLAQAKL
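IDH1-R132H (0.5 ug/mL dispensed) in pH 7.5 Tris buffer was preincubated 30 min with compound, then given a substrate mix of 0.016 mM NADPH and 2 mM alpha-KG for 80 min at room temperature; remaining NADPH was read by diaphorase/resazurin fluorescence.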
TrxR1 inh – inhibitors of rat thioredoxin reductase 1. O89049. recombinant rTrxR1, NADPH fluorescence consumption, selenite substrate. Potency, µM (highest dose often 114 µM), for inactives: top-dose activity change, negative = inhibition, hits mostly inhibitors. actives 1% (n = 390,000); also: potency is read from the fitted curve at half-maximal effect; % is scaled to controls: 0 for no effect and ±100 for the full control effect; nearly all actives have a fitted effect of over 65% in size
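Rat TrxR1 (90 nM in the dispensed reagent) was pre-reduced with 400 uM NADPH for 5 min at room temperature, then incubated with compound for 15 min. After 400 uM selenite was added, NADPH fluorescence (Ex 340/Em 450 nm) was followed for 8 min.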
HP1b binding inh – inhibitors of HP1-beta chromodomain binding to methylated histone tails. actives 0.56% (n = 390,000). Potency, µM (top dose mostly 114 µM), for inactives: at the top dose activity change, negative = inhibition, most hits filed as inhibitors. P83916. AlphaScreen HP1-beta / biotin-H3K9me3 peptide binding; also: potency is read from the fitted curve at half-maximal effect; nearly all actives have a fitted effect of over 70% in size; inactives centre near 23
Target sequence (P83916 whole entry, looked up): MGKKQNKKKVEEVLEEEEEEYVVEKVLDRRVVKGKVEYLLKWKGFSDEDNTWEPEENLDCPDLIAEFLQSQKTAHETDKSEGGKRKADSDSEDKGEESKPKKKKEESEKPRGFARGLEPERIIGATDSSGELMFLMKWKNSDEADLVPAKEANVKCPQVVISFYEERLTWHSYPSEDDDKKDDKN
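HP1-beta protein (50 nM final) preincubated 30 min at room temperature with biotinylated H3(1-18)K9me3 peptide (50 nM) in PBS pH 7.4, 0.01% Tween-20, then compound added for 30 min. AlphaScreen streptavidin donor/nickel chelate acceptor beads (10 ug/mL final), 30 min dark, luminescence read.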
Tb PGK inh – blocks T. brucei phosphoglycerate kinase. PGK/GAPDH coupled, Kinase-Glo luminescence, 60 min. Potency, µM (titrated, usually from 57.5 µM), for the others: top-dose activity change, negative = inhibition, usual class: inhibitors. actives 0.043% (n = 380,000). AID 602233; also: potency is read from the fitted curve at half-maximal effect; % is scaled to controls: 0 for no effect and ±100 for the full control effect; nearly all actives have a fitted effect of over 60% in size
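Luminescent ATP detection (Kinase-Glo Plus) follows a 60-minute room-temperature incubation, with wells lacking PGK as controls. Buffer: 100 mM TEA (pH 7.6), 5 mM MgCl2, 0.01% Tween-20. Coupling enzyme GAPDH (100 nM final) supplies unstable 1,3-BPG in-well.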
USP1-UAF1 inh – inhibitors of human USP1/UAF1 deubiquitinase | O94782 | recombinant USP1/UAF1, Ub-Rhodamine cleavage fluorescence | Potency, µM (highest dose often 57.1 µM), inactives show at the top dose activity change, negative = inhibition, actives largely listed as inhibitors | actives 0.23% (n = 390,000); also: potency is read from the fitted curve at half-maximal effect; % is scaled to controls: 0 for no effect and ±100 for the full control effect; nearly all actives have a fitted effect of over 60% in size; inactives centre near -12
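1 nM enzyme complex + cpd, 15 min RT; start with Ub-Rho 150nM final; kinetic fluorescence ex 480/em 540, 6 reads q60 s. Buffer 50mM HEPES pH 7.8, 0.5mM EDTA, 0.1 mg/ml BSA, 1mM TCEP, 0.01% Tween-20.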
PI4K2A block – PI4K2A (human) kinase inhibition | purified PI4K2A, ADP-Glo luminescence, 1 h; hits give low values | actives 0.13% (n = 420,000) | Q9BTU6 | activity change, negative = inhibition, % at 76.9 µM; in the data active = activity change below about -50%; inconclusive = mostly about -30% to -49%;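 also: -100% = wells without enzyme as full effect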
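ADP-Glo luminescence measured ADP generated by PI4K2A enzyme (4 ug/mL before mixing) with 1.2 mM PI substrate (pre-mix) and 300 microM ATP (pre-mix). Tris pH7.5 buffer with MgCl2, Triton X-100; 1 h reaction at ambient temperature.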
* hit, by the source's call; i = inactive; ? = inconclusive; / = not tested or not shown; [ ] = another dose, or the depositor's remark. Unless noted, calls follow the shape of the dose curve; as a rule, active = well fitted curve in the direction sought with a large enough effect; inconclusive = small, poorly fitted or top-dose-only effect, or another doubt; inactive = no such curve, though single readings can be large; an effect the other way counts as inactive or inconclusive. Not all compounds are listed, so the mix of outcomes need not match the whole.

Every second line gives: GLS inh	Pin1 inh	TrxR1 substrate	mIDH1 inhibitor	TrxR1 inh	HP1b binding inh	Tb PGK inh	USP1-UAF1 inh	PI4K2A block
- COC(=O)c1c(NC(=O)CCC(=O)O)sc2c1CCCCC2
→ 15%	-6%	9%	-4%	9%	-14%	-10%	-24%	-3
- CCOC(=O)c1c(C)[nH]c(C)c1C(=O)COC(=O)c1ccc(OC)c(OC)c1
→ 0%	-4%	-8%	-10%	-1%	-4%	-6%	-6%	-3
- CCCc1cc(=O)oc2c(C)c(OCC(=O)c3ccc(N4CCCC4)cc3)ccc12
→ 3%	5%	11%[57.1 µM]	-2%	-5%[57.1 µM]	10%	-5%	-9%	8
- O=C(N/N=C/C1C(c2ccccc2)C1(Cl)Cl)c1cccc(Br)c1 (centres undefined)
→ 12%	13%	-1%	6%	-9%	54%[activator]	12%	-6%	14
- CN(C)c1ccc(C(CNC(=O)c2ccc(C#N)cc2)c2c[nH]c3ccccc23)cc1 (centres undefined)
→ 26%	11%	-9%	2%	-6%	?	-9%	-7%	-8
- Cn1c(=O)cc(OCC(=O)N2CCN(c3cccc(C(F)(F)F)c3)CC2)c2ccccc21
→ 0%	-6%	8%[57.1 µM]	5%	-14%[57.1 µM]	30%	i	-6%	-1
- COCCNC(=O)CN(c1ccc(OC)c(OC)c1)S(=O)(=O)c1ccc(C)cc1
→ -4%	-7%	9%[57.1 µM]	0%	14%	38%	3%	-18%	-4
- O=c1cc(-c2ccccc2Cl)oc2ccc([N+](=O)[O-])c(O)c12
→ 7%	?	-10%	-5%	2%[57.1 µM]	12%	5%	-6%	-1
- O=C(CCc1nnc(-c2ccc3c(c2)OCO3)o1)NC(c1cccnc1)C(F)(F)F (centres undefined)
→ -9%	-2%	-1%	0%	-3%	46%[activator]	-3%	-23%	-3
- COCCN(C(=O)c1ccc(N2CCCC2=O)cc1)c1c(N)n(Cc2ccccc2)c(=O)[nH]c1=O
→ -2%	-1%	0%	-8%	12%	35%	-4%	-6%	7

A section from further up, for reference:
Every second line gives: GLS inh	Pin1 inh	TrxR1 substrate	mIDH1 inhibitor	TrxR1 inh	HP1b binding inh	Tb PGK inh	USP1-UAF1 inh	PI4K2A block
- CCOC(=O)c1c(C)[nH]c(C)c1C(=O)COC(=O)c1ccc(OC)c(OC)c1
→ 0%	-4%	-8%	-10%	-1%	-4%	-6%	-6%	-3
- CCCc1cc(=O)oc2c(C)c(OCC(=O)c3ccc(N4CCCC4)cc3)ccc12
→ 3%	5%	11%[57.1 µM]	-2%	-5%[57.1 µM]	10%	-5%	-9%	8
- O=C(N/N=C/C1C(c2ccccc2)C1(Cl)Cl)c1cccc(Br)c1 (centres undefined)
→ 12%	13%	-1%	6%	-9%	54%[activator]	12%	-6%	14
- CN(C)c1ccc(C(CNC(=O)c2ccc(C#N)cc2)c2c[nH]c3ccccc23)cc1 (centres undefined)
→ 26%	11%	-9%	2%	-6%	?	-9%	-7%	-8
- Cn1c(=O)cc(OCC(=O)N2CCN(c3cccc(C(F)(F)F)c3)CC2)c2ccccc21
→ 0%	-6%	8%[57.1 µM]	5%	-14%[57.1 µM]	30%	i	-6%	-1
- COCCNC(=O)CN(c1ccc(OC)c(OC)c1)S(=O)(=O)c1ccc(C)cc1
→ -4%	-7%	9%[57.1 µM]	0%	14%	38%	3%	-18%	-4
- O=c1cc(-c2ccccc2Cl)oc2ccc([N+](=O)[O-])c(O)c12
→ 7%	?	-10%	-5%	2%[57.1 µM]	12%	5%	-6%	-1
- O=C(CCc1nnc(-c2ccc3c(c2)OCO3)o1)NC(c1cccnc1)C(F)(F)F (centres undefined)
→ -9%	-2%	-1%	0%	-3%	46%[activator]	-3%	-23%	-3
- COCCN(C(=O)c1ccc(N2CCCC2=O)cc1)c1c(N)n(Cc2ccccc2)c(=O)[nH]c1=O
→ -2%	-1%	0%	-8%	12%	35%	-4%	-6%	7

More compounds follow.
Every second line gives: GLS inh	Pin1 inh	TrxR1 substrate	mIDH1 inhibitor	TrxR1 inh	HP1b binding inh	Tb PGK inh	USP1-UAF1 inh	PI4K2A block
- NC(CS(=O)O)C(=O)O (centres undefined)
→ 1%	-8%	8%	-2%	-4%	23%	-2%	-24%	0
- COc1ccc(C(=O)C2CCCN(C(=O)c3cccs3)C2)cc1F (centres undefined)
→ 5%	-2%	2%[57.1 µM]	14%	11%[57.1 µM]	22%	5%	-4%	1
- COc1ccccc1CNC(=O)c1csc2c1CCCC2
→ 0%	0%	5%	6%	35%	63%[activator]	-9%	-20%	3
- Cc1c(OC(C(=O)O)c2ccccc2)ccc2c3c(c(=O)oc12)CCC3 (centres undefined)
→ 8%	-2%	94%[activator]	6%	-3%	33%	-8%	-18%	-3
- O=C(N/N=C/c1cc([N+](=O)[O-])ccc1O)C1CC1
→ -10%	4%	-18%	0%	-9%	42%	0%	-19%	7
- CCCc1n[nH]c2c1/C(=N\OCC)CC(C)(C)C2
→ 0%	-6%	4%[57.1 µM]	3%	7%[57.1 µM]	23%	4%	-8%	-3
- CCOc1ccc2oc(=O)cc(CN3CCN(Cc4ccc(F)cc4)CC3)c2c1
→ 3%	2%	-3%	-4%	-13%	19%	i	-5%	-1
- Cc1ccsc1C1Nc2ccccc2-c2nc3ccccc3n21 (centres undefined)
→ 11%	-3%	414%[activator]	0%	51%[activator]	69%[activator]	-1%	-9%	1
- COc1cccc2c(=O)c(C(=O)O)c[nH]c12
→ -2%	6%	98%[activator]	2%	16%	34%[activator]	11%[11.5 µM]	-12%	-2
- CCN(CC(=O)NC(C)(C)C)C(=O)c1ccc2c(c1)S(=O)(=O)c1ccccc1C2=O
→ 6%	1%	-6%	12%	6%	22%	-2%	0%	1
- Cc1cc([N+](=O)[O-])nn1CC(=O)c1ccccc1
→ -4%	-3%	0%	-3%	16%	18%	-8%	-20%	4
- CC1(C)CC(=O)c2c(n(S(=O)(=O)c3ccccc3)c3ccc(NS(=O)(=O)c4ccccc4)cc23)C1
→ 22%	11%	4%	6%	30%[activator]	-10%	-11%	-11%	-4
- O=C(Nc1ccccc1)C1CCN(S(=O)(=O)c2ccc3[nH]c4c(c3c2)CCCCC4)CC1
→ 5%	5%	0%[57.1 µM]	-30%	16%[57.1 µM]	1%	7%	?	-10
- Cc1cc(Cl)ccc1OCC(=O)NCCOC(=O)Nc1sc(=S)n(C)c1C
→ ?	1%	-6%	-11%	-7%[57.1 µM]	?	i	-4%	2
- CCOC(=O)CNc1ncnc2c1nnn2C
→ -2%	-8%	6%[57.1 µM]	-1%	10%[57.1 µM]	15%	i	-14%	-1
- CC(C)CN(C(=O)c1ccc2c(c1)OCCO2)c1c(N)n(Cc2ccccc2)c(=O)[nH]c1=O
→ 1%	4%	-6%	4%	-11%	26%	-2%	-3%	-4
- CCOc1ccccc1N1CCN(CC(=O)NC(=O)NCc2ccco2)CC1
→ 2%	7%	4%[57.1 µM]	3%	24%[57.1 µM]	16%	-3%	-21%	1
- O=C(CCCNC(=O)c1ccc(Cl)cc1)NCc1ccc(F)cc1
→ -7%	-1%	0%	-1%	2%	-14%[57 µM]	-9%	-22%	-5
- Cc1ccccc1C(=O)NNC(=O)c1cccc([N+](=O)[O-])c1
→ -6%	-4%	4%	7%	21%[57.1 µM]	25%	-4%	0%	1
- CC1CCN(S(=O)(=O)c2ccc(C(=O)Nc3ccccc3-c3nc4ccccc4[nH]3)cc2)CC1
→ 13%	1%	8%	2%	-4%	12%	-5%	-5%	1
- Cc1ccc2cc(S(=O)(=O)NCCC(=O)O)ccc2c1
→ 6%	2%	7%	0%	18%	22%	-1%	-3%	0
- CCOc1c(Br)cc(C2C=C(C(=O)O)Nc3ncnn32)cc1OC (centres undefined)
→ 6%	0%	-4%	-6%	2%	37%	-7%	-28%	-9
- COc1cc(OC)cc(C(=O)NCC(=O)OCC(=O)Nc2ncc(Cl)cc2Cl)c1
→ 5%	-14%	6%[57.1 µM]	0%	17%[57.1 µM]	-5%	-8%	-18%	1
- Cc1cccc(-c2nnc(C(C)Nc3cccc(C(=O)NC4CC4)c3)o2)c1 (centres undefined)
→ 0%	/	/	9%	/	/	-3%	-19%	1
- COC(=O)c1sccc1NC(=O)Nc1ccc(F)cc1
→ -5%	3%	-2%	12%	6%	34%	?	-26%	?
- O=C(c1ccccc1)c1coc2ccc(O)c(CN3CCOCC3)c12
→ 42%[activator]	-1%	3%	-2%	-30%	-10%	-3%	0%	5
- COc1ccc(/C=N/NC(=O)c2nnn(-c3nonc3N)c2-c2cccc(OC)c2)cc1
→ 5%	2%	4%	0%	36%[activator]	34%	-10%	-30%	-5
- Cc1cc(-n2c(C)cc(C(=O)CSc3ccccn3)c2C)no1
→ -2%	-2%	-4%	15%	-20%	-22%	5%	-15%	-1
- CCn1c(-c2cccc(Cl)c2)n[nH]c1=S
→ -6%	-1%	-2%	1%	-20%	-4%	3%	-21%	9
